High-throughput results: PubChem BioAssay, several laboratories
Runt-CBFb FRET – Runt domain-CBFb interaction inhibition. Cerulean-Runt/Venus-CBFb FRET ratio 530/480, 1 h. inhibition, % at 20 µM. actives 0.46% (n = 220,000). AID 1496;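 active = inhibition over about 50% at 20 µM in the single-dose screen, limit read from the data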;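 note: 0% = DMSO wells and 100% = excess unlabeled CBFb competitor control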
Target sequence (Q01196 whole entry, looked up, the tested form may be a part): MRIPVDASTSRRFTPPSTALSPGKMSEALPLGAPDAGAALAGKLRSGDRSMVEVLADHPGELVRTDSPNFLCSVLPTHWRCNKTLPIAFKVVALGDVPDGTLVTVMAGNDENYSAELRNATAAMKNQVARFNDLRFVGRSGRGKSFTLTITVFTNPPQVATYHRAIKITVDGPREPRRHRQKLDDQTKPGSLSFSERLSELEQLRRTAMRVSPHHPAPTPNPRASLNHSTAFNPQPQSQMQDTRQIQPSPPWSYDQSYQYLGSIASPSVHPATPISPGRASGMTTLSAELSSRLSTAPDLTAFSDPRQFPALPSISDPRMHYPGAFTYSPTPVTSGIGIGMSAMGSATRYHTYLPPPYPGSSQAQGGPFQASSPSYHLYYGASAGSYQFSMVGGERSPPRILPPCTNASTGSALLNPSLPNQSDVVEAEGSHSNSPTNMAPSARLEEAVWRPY
Target sequence (Q13951 whole entry, looked up, the tested form may be a part): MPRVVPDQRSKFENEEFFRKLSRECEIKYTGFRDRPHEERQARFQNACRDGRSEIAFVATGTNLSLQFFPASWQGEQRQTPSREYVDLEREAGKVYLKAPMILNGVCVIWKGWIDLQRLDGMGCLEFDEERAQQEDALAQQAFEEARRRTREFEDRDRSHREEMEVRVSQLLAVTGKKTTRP
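Measured by: fluorescence energy transfer, 422 nm excitation, 530/480 nm emission; Assay system: Cerulean-Runt domain; Medium: Tris pH 7.5 buffer with BSA; Measure: loss of energy transfer signal; Controls: 5 µM unlabeled CBFb as full-inhibition high control; Incubation: protein complex preformed 1 h, compound exposure 1 h, room temperature, dark.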
Runt-SMMHC FRET – inhibitors of human RUNX1 Runt domain binding to CBFb-SMMHC. AID 1434. inhibition, % at 20 µM. Q01196+Q13951. Cerulean-Runt/Venus-CBFb-SMMHC FRET ratio 530/480, 1 h. actives 0.74% (n = 220,000);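 active = mean inhibition across duplicate retests at 20 µM reaching about 50%, limit read from the data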;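 note: 0% = DMSO wells and 100% = wells with excess untagged CBFb-SMMHC; inhibitors lower the FRET ratio by blocking Runt binding to CBFb-SMMHC; some results filed as inactive read as strong as hits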
TNF death inh – inhibitors of TNF-alpha induced necroptosis in Jurkat FADD-/- cells | Jurkat FADD-/- TNF necroptosis rescue, ATP luminescence, 24 h; 0 = TNF only, 100 = no-TNF cells | activation (protection from cell death), % at 10 µM | actives 0.068% (n = 220,000) | AID 463075;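 active = activation, meaning protection from cell death, of at least 50% relative to plate controls; inactive = activation below 50%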;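 note: necroptosis triggered by 40 ng/mL TNF-alpha added together with compound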
EP2 antag – blocks the human prostaglandin E2 receptor EP2. P43116. C6 glioma cells expressing human EP2, cAMP TR-FRET; cells stimulated with saturating PGE2. inhibition, % at 25 µM. actives 0.52% (n = 260,000). AID 1422;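 active = percent inhibition above 40 after rounding to a whole number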;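 note: rat C6 glioma host cells with rolipram phosphodiesterase inhibitor present; the protocol text gives 20 µM as final concentration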
PERK inh – blocks human PERK kinase | Q9NZJ5 | CHO PERK-DD fusion, SEAP luminescence translation reporter | inhibition, % at 5.6 µM | actives 0.17% (n = 220,000) | AID 1416;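 active = inhibition above the mean inhibition of all tested compounds plus 3 SD, set separately per screening campaign, cut at about 2.9% in these data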;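 note: PERK kinase domain activated by AP20187 dimerizer at 100 nM; 0% = DMSO with dimerizer and 100% = rapamycin at 8.4 µM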
EP2 mod – modulates human prostaglandin E2 receptor EP2 signaling; induction, % at 25 µM; EP2-expressing cells, cAMP HTRF FRET, PGE2 co-stimulation; P43116; actives 0.83% (n = 260,000);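 active = compounds whose cAMP rise, as percent of the full-agonist control response, exceeds 60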;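 note: rat C6 glioma line stably carrying human EP2 under a CMV promoter; the protocol text gives 20 µM as final concentration; 100% = response of wells given 1 µM PGE2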
L929 necroptosis – blocks zVAD induced death of L929 cells. actives 0.38% (n = 220,000). L929 zVAD necroptosis rescue, ATP luminescence, 24 h; with zVAD 60 µM. AID 1377. viability rescue, % at 10 µM;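 active = activation, scaled between plate controls, above about 75%, limit read from the data; inactive = activation under that limit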;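 note: 0% = zVAD with DMSO and 100% = DMSO alone without zVAD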
Hck Nef HTS – blocks Nef-activated human Hck kinase. Recombinant Hck-YEEI plus Nef, Z-Lyte FRET kinase assay. AID 463187. actives 0.68% (n = 220,000). P08631. inhibition, % at 20 µM;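 active = Hck-Nef kinase inhibition above about 50%, limit read from the data; inactive = inhibition below that limit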;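 note: 0% = DMSO with Hck plus Nef and 100% = Hck alone without Nef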
RBBP9 inhibitor – inhibitors of human serine hydrolase RBBP9; O75884; AID 1515; recombinant RBBP9, FP-Rh probe fluorescence polarization; actives 0.2% (n = 220,000); inhibition, % at 7.94 µM;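 active = inhibition above the campaign mean of all tested compounds plus 3 SD, cut at about 14% in these data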;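 note: plate controls were DMSO wells with RBBP9 for no effect and wells lacking RBBP9 protein for full effect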
Target sequence (O75884 whole entry, looked up): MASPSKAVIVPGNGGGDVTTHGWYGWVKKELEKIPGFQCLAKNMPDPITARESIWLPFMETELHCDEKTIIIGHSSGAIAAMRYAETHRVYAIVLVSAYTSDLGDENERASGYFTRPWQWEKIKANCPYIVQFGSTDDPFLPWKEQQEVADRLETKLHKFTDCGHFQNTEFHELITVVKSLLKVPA
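Test system: recombinant human RBBP9. Quantity: 2.5 µM RBBP9 dispensing solution, before mixing. Detection: FP readout at 525/598 nm. Reagent: Serine-hydrolase probe FP-Rh, 375 nM pre-mixing. Measure: % inhibition. Control set: DMSO-treated enzyme wells and wells lacking RBBP9. Buffer or medium: Tris-NaCl-Pluronic buffer, pH 8.0. Times: preincubation 30 min plus labeling 45 min at 25 °C.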
Numbers without * were called inactive; x = no result given; & = joins results of further samples.

SMILES	Runt-CBFb FRET	Runt-SMMHC FRET	TNF death inh	EP2 antag	PERK inh	EP2 mod	L929 necroptosis	Hck Nef HTS	RBBP9 inhibitor
CC/C(=N\NC(=O)c1ccccc1O)c1c(O)n(Cc2ccccc2)c(=O)[nH]c1=O	-2	-1	3.3	9	-1.1	-23	0.3	18	1
CCOC(=O)C1(CCCc2ccccc2)CCN(C2CCCC2)CC1	6	3	0.3	9	-0.5	-5	-1.9	22	-9
O=C1NC(=S)NC(=O)C1=Cc1cccn1-c1ccc(O)cc1	57*	42	-3.0	112*	0.7	-113	-3.2	48	11
CCOC(=O)C1(c2ccccc2)CCN(CC(=O)Nc2ccc(C)cc2)CC1	-3	-2	1.7	4	-0.3	46	42	-2	-9
CCOc1ccc(NC(=O)c2c(C)nn(Cc3ccccc3)c2Cl)cc1	-4	-4	0.7	11	0.9	-13	0.8	0	2
CCC(=NCC1CCCO1)c1c(O)n(Cc2ccccc2)c(=O)[nH]c1=O (stereo not drawn)	0	-7	0.0	14	-1.1	0	-0.1	0	-7
O=C(NCCO)c1nsnc1NCCCl	56*	-7	-0.1	7&5	-0.8	29&-17	0.1	10	-5
O=c1[nH]c(=O)n(CCc2ccccc2)c(O)c1C=NCCCn1ccnc1	0	3	0.9	2	1.4	18	0.5	5	2
CCOC(=O)CCN=Cc1c(O)n(-c2ccc(Br)cc2)c(=O)[nH]c1=O	0	-1	-2.7	18	0.5	5	0.1	1	-4
C[C@H]1CCC/C=C/C2C[C@H](O)CC2[C@H](O)/C=C/C(=O)O1 (stereo partly drawn)	-2	4	17	17	-4.2	16	4.5	-1	-10
Cc1cc(Oc2ccc(C(F)(F)F)cc2[N+](=O)[O-])c2c3c(c(=O)oc2c1)CCC3	-5	-17	1.3	6	0.3	23	0.0	1	-3
COc1cc(NC(=O)CN2C3CCC2CC(O)(c2cccnc2)C3)cc(OC)c1 (stereo not drawn)	0	-3	2.6	10	-0.7	15	0.2	1	-3
Cc1nc2cc(-c3cccc(F)c3)nn2c(C)c1CCC(=O)N1CCC2(CC1)OCCO2	-2	3	0.0	4	0.4	-22	0.0	0	-6
CN1C2CCC1CC(OC(=O)c1cc(Cl)cc(Cl)c1)C2 (stereo not drawn)	2	-5	6.0	7&-7	-1.5	-7&-20	0.2	0	1
CCc1c(C)nc(N)nc1N1N=C1SCC#N	2	2	-0.3	7	-0.6	16	2.6	-2	3
CN1CCN(Cc2nnc3n2-c2ccc(Cl)cc2C(c2ccccc2)=NC3)CC1	0	-1	3.1	5	0.0	17	0.3	0	1
OC1/C(=C/c2ccc(F)cc2)N2CCC1CC2 (stereo not drawn)	-1	1	2.2	12	1.7	27	1.4	5	-3
COC(=O)c1cc2c(s1)=NC=NP=2(N1CCOCC1)N1CCOCC1	2	-1	-2.3	11	0.5	38	-0.3	2	-7
CNC(=S)N/N=C1\C2CN3CCN(C2)CC1(c1ccccc1)C3	1	-2	0.6	6	0.3	26	-0.4	4	-9
CCCCC12CNCC(C)(CNC1)C2=O	1	3	1.3	3	0.5	-11	0.2	0	-1
COc1ccc(C(C)=O)cc1CC(C(=O)c1ccc(F)cc1)N(C)C (stereo not drawn)	-1	0	2.3	7	-0.2	24	0.0	1	-6
CC1(C)COC(Nc2ccc(Cl)cc2)=N1	3	-4	2.7	9	0.1	-22	0.2	11	-7
CC12CCC3C(CC=C4CC(O)CCC43C)C1C/C(=C\N1CCCC1)C2=O (stereo not drawn)	-1	0	0.3	6	1.0	-5	0.3	27	-1
CSc1ncc(/C=C2/C(=O)NC(=O)N(c3ccc(C(C)C)cc3)C2=O)cn1	-1	0	1.9	4	0.0	13	1.0	0	-1
O=c1[nH]c(=O)n(CCc2ccccc2)c(O)c1/C=N/N1CCOCC1	-2	1	2.1	11	-0.1	-29	0.9	14	-3

Next section.
SMILES	Runt-CBFb FRET	Runt-SMMHC FRET	TNF death inh	EP2 antag	PERK inh	EP2 mod	L929 necroptosis	Hck Nef HTS	RBBP9 inhibitor
N#CC1=C(N)Oc2c(c(=O)oc3ccccc23)C1c1ccccc1OC(=O)c1cccs1 (stereo not drawn)	-1	-3	1.3	9	0.5	1	1.7	3	-5
CCOc1ccc(C2SCC(=O)Nc3c2c(=O)[nH]n3C2CCCCCC2)cc1 (stereo not drawn)	-1	2	0.9	2	1.1	32	2.8	-1	-10
C/C(=N\NC(=O)c1ccncc1)c1c(O)n(Cc2ccccc2)c(=O)[nH]c1=O	5	0	1.5	12	-0.7	8	3.3	15	-5
O=C(c1cccs1)N1C2CCC1CC(O)(c1cccnc1)C2 (stereo not drawn)	1	-1	-0.8	15	1.2	3	0.1	-2	6
CN1CCN(Cc2cc(C(C)(C)C)c(O)c(C(C)(C)C)c2)CC1	-2	2	-0.3	13	-0.1	19	-1.1	-19	-10
COc1ccc(CCn2c(O)c(/C=N/N3CCOCC3)c(=O)[nH]c2=O)cc1OC	-1	0	1.2	6	0.7	10	0.3	31	0
CN1CCc2nc(N)c(C#N)c(-c3ccccc3)c2C1	1	-9	-2.9	1	1.2	6	-0.3	-1	-8
O=C1NC(=O)N(CCNc2ncc(C(F)(F)F)cc2Cl)C(=O)C1Cc1ccc(Cl)cc1 (stereo not drawn)	-6	0	1.6	7	0.7	-1	5.2	26	0
COC(=O)CNC(=O)c1cn(CCC#N)nc1-c1ccc(F)cc1	2	3	-0.6	16	1.2	20	3.3	23	-5
Cc1ccc(S(=O)(=O)N(C)C/N=C(\N)N[N+](=O)[O-])cc1	0	4	2.3	2	0.2	-4	-0.9	16	-4
CCC12CN3CCN(CC(C3)/C1=N/NC(N)=O)C2	-1	3	0.4	9	0.2	16	1.1	18	-4
CC(=O)NC(Cc1ccc(N(CCCl)CCCl)cc1)C(=O)O (stereo not drawn)	0	5	-2.0	-3	1.0	5	0.4	9	0
Cc1c(NC(NC(=O)CF)C(Cl)(Cl)Cl)c(=O)n(-c2ccccc2)n1C (stereo not drawn)	0	0	0.7	2	1.3	-15	3.0	22	3
CC(=O)N1N=C2C3CCN(CC3)C2C1c1ccc(Br)cc1 (stereo not drawn)	-1	0	1.5	9	-0.5	34	0.1	14	-8
COc1ccc(CCN(C)Cc2c(F)cccc2F)cc1OC	-3	-3	-0.8	5	0.1	6	0.4	0	-3
CC1=NN(c2ccccc2)C(=O)/C1=C/c1c(O)[nH]c(=S)[nH]c1=O	35	31	-1.1	18	-0.1	-12	0.5	-1	-15
CC(=O)N1N=C(c2cccnc2)OC1c1ccccc1Cl (stereo not drawn)	-1	-1	7.1	4	1.7	10	-0.2	13	5
Cc1ccc(-n2c(O)c(C=NCc3cccnc3)c(=O)[nH]c2=O)cc1C	-1	0	-0.5	11	1.9	19	0.1	5	-1
Cc1ccsc1C(=O)C1CCCN(Cc2cnn(C(C)C)c2)C1 (stereo not drawn)	x	x	1.8	10	-0.8	-27	-1.1	23	-9
C=Cn1c(P(=S)(N2CCOCC2)N2CCOCC2)cc2c1CCCC2	5	0	-2.7	-1	-0.4	24	-0.1	4	-5
O=c1[nH]c(=S)n(-c2ccc(Cl)cc2)c(O)c1/C=N/N1CCOCC1	0	-1	-3.6	5	1.5	9	0.2	5	-4
CN(C)C(=O)Oc1ccc(Cl)c2cccnc12	0	0	0.5	7	2.5	20	-0.6	23	-4
C/C(=N\N1CCCCCC1)c1c(O)n(C2CCCCC2)c(=O)[nH]c1=O	-3	2	2.3	12	-2.3	-6	4.0	9	-8
CCOC(=O)c1cc2c(cn1)[nH]c1ccccc12	-3	1	-0.6	15	1.0	-23	51	3	-7
Cn1cnnc1Sc1cc(N2CCNCC2)ccc1[N+](=O)[O-]	1	2	5.1	16	0.1	-1	0.2	-3	-6

Next entries follow.
SMILES	Runt-CBFb FRET	Runt-SMMHC FRET	TNF death inh	EP2 antag	PERK inh	EP2 mod	L929 necroptosis	Hck Nef HTS	RBBP9 inhibitor
COc1cccc(O)c1CN1CCCC(C(=O)c2ccccc2SC)C1 (stereo not drawn)	4	-2	5.4	7	-0.9	-26	4.0	10	-8
CC#CP(=O)(OC)C(O)(CF)c1ccccc1 (stereo not drawn)	0	6	1.8	8	0.6	-6	x	0	-2
Cc1ccc(N2C(=O)NC(=O)/C(=C\c3ccc(N4CCOCC4)cc3)C2=O)cc1	-5	-26	1.9	7	0.4	-89	0.3	5	-6
COc1ccc(Cl)cc1C(=O)C1CCCN(CCO)C1 (stereo not drawn)	-2	-6	-0.3	4	0.4	-7	-1.3	8	-5
CC(=NCc1ccco1)c1c(O)n(C)c(=O)n(C)c1=O	-1	-5	0.0	6	0.0	7	2.0	1	-2
CCN1C(=O)N(CC)C(=O)C2(Cc3ccccc3N3CCN(c4ccccc4)CC32)C1=O (stereo not drawn)	-1	-2	-1.7	1	-0.9	23	-0.8	-2	-11
COCCCn1c(N)c(C(=O)OCCOC)c2nc3ccccc3nc21	81*	116*	-1.3	8	-0.8	3	2.4	38	-8
Cc1ccccc1C(=O)NC(Oc1ccccc1)C(Cl)(Cl)Cl (stereo not drawn)	-2	3	0.2	5	-0.3	63*	x	-6	5
CCOC(=O)c1cc(CC)sc1/N=C/c1c(O)[nH]c(=S)[nH]c1=O	34	36	-4.5	11	1.6	4	0.8	4	0
Cc1cc(C)n(-c2ccc(NN=C(C#N)C#N)cc2)n1	-2	-10	-16	16	1.0	-28	-0.2	8	0
CCOC(=O)c1c(C)n(Cc2ccccc2)c2ccc(O)cc12	0	3	-2.6	8	-0.9	22	5.1	17	-3
CCOc1ccc(-n2c(O)c(C=Nc3ccc(N4CCOCC4)cc3)c(=O)[nH]c2=O)cc1	-24	-58	-2.7	8	1.0	13	0.2	-1	-4
Cn1c(O)c(/C=N/c2ncccn2)c(=O)n(C)c1=O	2	-6	0.1	9	0.3	21	0.4	2	3
CCC(C)NS(=O)(=O)c1ccc(OCC(=O)N2CCN(CC)CC2)cc1 (stereo not drawn)	2	-7	0.2	12&6	0.1	2&28	-1.2	-7	-3
Cn1ccc(NC(=O)CCl)n1	-2	-2	11	8	0.5	24	20	15	1
COc1ccc(NP(=O)(Oc2ccccc2OC)Oc2ccccc2OC)cc1	-2	-6	-8.5	3	-0.2	37	x	6	0
CC(N)Cc1c[nH]c2ccc(Cl)cc12 (stereo not drawn)	x	x	1.7	5	0.3	x	0.2	-2	1
COC(=O)CC1=C(C(=O)OC)C2(C(=O)Nc3c(C)cccc32)C(C#N)=C(N)O1 (stereo not drawn)	2	0	-2.0	-1	1.1	35	0.4	1	-4

Limited to L929 necroptosis, for 2 of the compounds above:
Structure | L929 necroptosis
Cc1cc(C)n(-c2ccc(NN=C(C#N)C#N)cc2)n1 | -0.2
CCOC(=O)c1c(C)n(Cc2ccccc2)c2ccc(O)cc12 | 5.1

This is a subset. The share of hits here may be higher or lower than overall.
